Compound activity as filed in PubChem.
PMI inhibitors: inhibitors of human PMI, primary screen, biochemical, fluorescence intensity, coupled assay (AID 1209). inhibition, % at 20 µM, or IC50 in µM where a hit was titrated. hit rate 0.42% among 190,000. purified PMI enzyme, coupled fluorescence intensity; higher % means a stronger effect;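 also: plate controls were DMSO vehicle for no effect and wells lacking substrate for full effect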
XIAP displacement: small molecules displacing peptide from XIAP – biochemical, IAP family, fluorescence polarization (AID 1018). displacement, % at 20 µM; hits with a dose series show IC50 in µM. XIAP BIR domain, fluorescence polarization peptide displacement; higher % means a stronger effect. hit rate 0.007% among 200,000; in the data active = displacement above about 50%; also: a part of the inactive calls stands beside numbers as strong as those of hits
Salmonella PhoP GFP: PhoP-dependent GFP reporter repression – Salmonella Typhimurium, primary screen (AID 1863). S. Typhimurium PhoP-regulated promoter GFP reporter, 4 h; higher % means a stronger effect. hit rate 0.16% among 300,000. inhibition, % at 50 µM; hits with a dose series show IC50 in µM;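 active = inhibition over 29.93%, a cutoff 3 SD above the screen mean, later confirmed by dose response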;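 also: 0% = low Mg2+ inducing control and 100% = high Mg2+ repressing control; strong numbers were not always called active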
TNAP activation fold: human TNAP enzyme activators, primary screen, biochemical, luminescent, no phosphate acceptor, uHTS (AID 1001) | purified TNAP, luminescent activation assay, no phosphate acceptor; higher activation fold means a stronger effect | activation fold at 20 µM; hits with a dose series show EC50 in µM | hit rate 0.03% among 200,000; in the data active = activation fold from about 3, or a potency from the dose series; inactive = the rest, 99 in 100 with activation fold below about 1.6; also: many of its hits are not listed in these tables
Myeloid diff MLP: promotes myeloid progenitor differentiation. hit rate 1% among 360,000. calls only at 10 µM. AID 624256. ER-HoxA9 myeloid progenitors, lysozyme-GFP differentiation, flow cytometry;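 active = normalized GFP-positive differentiation at or above the plate's own cutoff, the solvent-only control mean plus 3 SD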;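 also: cells exposed to compound for four days before flow analysis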
RSV antiviral HEp-2: inhibition of RSV-induced cytopathic effect – HEp-2 cells, primary 10 µM value included (AID 2391); CPE inhibition, % at 10 µM; hits with a dose series show IC50 in µM; hit rate 0.13% among 310,000; HEp-2 cells, RSV-induced CPE inhibition; higher % means a stronger effect; in the data active = a potency from the dose series; also: strong numbers were not always called active
Siah-1 displacement: Siah-1 peptide-binding antagonists, primary screen, biochemical, fluorescence polarization, rhodamine-plectin, uHTS (AID 1817). one-dose displacement, % at 20 µM; IC50 in µM for titrated hits. Siah-1 / rhodamine-plectin peptide fluorescence polarization; higher % means a stronger effect. hit rate 0.02% among 290,000;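 active = displacement of at least 50% at 20 µM, with a fluorescence ratio check between 0.3 and a set limit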;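 also: plate controls were Siah plus tracer with DMSO for no effect and tracer alone without Siah for full effect; strong numbers were not always called active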
human PMI inhibitors: human PMI inhibitors, high substrate, primary screen, biochemical, fluorescence intensity, high mannose 6-phosphate (AID 1220). hit rate 0.66% among 190,000. inhibition, % at 20 µM, or IC50 in µM where a hit was titrated. recombinant PMI enzyme, coupled fluorescence intensity; higher % means a stronger effect
WT yeast gro inh: growth inhibition of WT yeast, mitochondrial fusion screen. hit rate 2.1% among 190,000. mitochondrial fusion phenotypic screen, WT strain. AID 1362. inhibition, % at 10 µM; in the data active = inhibition above about 58%; tested in S. cerevisiae
WT yeast gro inh mutant strain: recorded beside WT yeast gro inh, whose call it bears; inhibition, %; mitochondrial fusion phenotypic screen, mutant strain inhibition
Myeloid diff MLP GFP+ MAC1+ %: second read-out of Myeloid diff MLP, no call of its own (marks repeat the call); GFP+ MAC1+ double positive, %; measured here: differentiation confirmed by MAC1 staining
Active calls of the source: *; i = inactive; . = not tested or not shown; + = active, no number. Rule as the data show it, unless noted: active = inhibition above about 50%; inactive = the rest.

SMILES | PMI inhibitors | XIAP displacement | Salmonella PhoP GFP | TNAP activation fold | Myeloid diff MLP | Myeloid diff MLP GFP+ MAC1+ % | RSV antiviral HEp-2 | Siah-1 displacement | human PMI inhibitors | WT yeast gro inh | WT yeast gro inh mutant strain
CCN(CC)S(=O)(=O)c1cccc(C(=O)Oc2cccnc2)c1 | 21.1% | -1.4% | 2.5% | 1 | i | 0.8 | 3.3% | 1.5% | 12.2% | -8.9 | -65.0
CC1=CC(c2ccccc2)n2nc(N3C(=O)CCC3=O)nc2N1 (stereo not given) | -23.1% | -15.3% | 5.2% | 1 | i | 0.3 | -0.1% | 1.8% | -4.3% | -17.4 | 2.4
CC(=O)CCc1oc2c([N+](=O)[O-])cccc2c1-c1ccc(C)o1 | -13.2% | 1.6% | 4.5% | 1.1 | i | 0.4 | 9.0% | -2.7% | -15.4% | 68.8* | 42.1*
CCOC(=O)C1CCCN(CC(=O)Nc2c(C(=O)OC)[nH]c3ccccc23)C1 (stereo not given) | -7.1% | -3.3% | -3.4% | 1 | i | 0.8 | 2.3% | 2.6% | -5.7% | -2.3 | -9.0
O=C1c2ccccc2C(=O)c2c1ccc1c(=O)n(-c3ccccc3)[nH]c21 | 7.4% | -10.3% | -8.8% | 1 | i | 0.8 | 1.4% | 6.1% | 30.4% | 25.3 | 10.8
CSc1ncccc1C(=O)Nc1ccc(OC(F)(F)F)cc1 | -9.1% | -5.3% | -3.2% | 1.1 | i | 1.0 | 4.6% | -1.1% | -4.2% | 1.8 | -16.2
CC(=O)Nc1cccc(NS(=O)(=O)Cc2ccc(Cl)cc2)c1 | 12.0% | -7.3% | 7.3% | 1 | i | 9.7 | 1.3% | 0.7% | 3.6% | -3.1 | -7.2
COC(=O)c1ccc(CSc2nc3ccccc3c(=O)n2-c2ccc(OC)c(OC)c2)o1 | 21.8% | -0.9% | -4.8% | 1.2 | i | 5.9 | 0.4% | -0.5% | 13.0% | 10.7 | -24.6
O=C(CN1CCN(C/C=C/c2ccccc2)CC1)Nc1ccccc1C(=O)NC1CC1 | . | . | -7.2% | . | i | 0.3 | -2.0% | 18.6% | . | . | .
CCOc1ccc(N(CC(=O)Nc2cccc(C)c2)S(C)(=O)=O)cc1 | . | . | 1.6% | . | i | 0.9 | 3.5% | 0.3% | . | . | .
O=C(COc1ccc(Cl)cc1Cl)Nc1c(-c2cccs2)nc2ccccn12 | 1.5% | -0.7% | 15.4% | 1.2 | i | 0.6 | 2.7% | -0.7% | -2.1% | -0.2 | 9.1
NCC1CC2c3ccccc3C1c1ccccc12 (stereo not given) | . | . | 0.2% | . | i | 0.0 | -1.8% | 3.8% | . | . | .
COC(=O)/C(=C/c1ccc(F)cc1)NC(C)=O | 0.6% | -9.1% | -4.5% | 1.1 | i | 1.0 | 0.5% | 1.9% | 1.8% | -11.1 | 1.0
COCc1nnc(NC(=O)c2cc3ccccc3o2)s1 | . | . | -0.8% | . | i | 2.1 | 1.8% | 2.2% | . | . | .
C=CCN(C(=O)c1csnn1)C(C(=O)NCc1ccccc1)c1cccs1 (stereo not given) | . | . | 5.3% | . | i | 0.6 | 0.9% | 4.6% | . | . | .
CC(=O)Nc1ccc(NC(=O)CCNC(=O)c2ccccc2Cl)cc1 | . | . | -1.6% | . | i | 0.3 | 1.4% | -4.7% | . | . | .
O=c1oc2ccccc2nc1/C=C(O)/C=C/c1ccc(F)cc1 | -23.3% | -8.2% | -3.6% | 1.4 | i | 0.0 | 5.1% | -1.8% | -0.3% | 33.7 | 11.4
COc1ccc(Cl)cc1NC(=O)c1cc(-c2ccco2)on1 | . | . | 1.3% | . | i | 0.7 | 4.6% | 4.0% | . | . | .
CCCOC(=O)Cn1c(=O)c2cc3c(=O)n(CC(=O)OCCC)c(=O)c3cc2c1=O | 16.1% | -8.2% | -5.9% | 1.1 | i | 0.4 | . | 0.8% | 1.3% | -23.6 | 2.0
COc1ccccc1N(CC(=O)N(CC(C)C)CC(C)C)S(=O)(=O)c1cccs1 | 4.4% | -2.1% | 0.7% | 1.1 | i | 0.8 | -1.3% | -7.8% | 5.2% | 8.1 | 5.6
Cn1c(=O)oc2cc(S(=O)(=O)NC3CCCCC3)ccc21 | . | . | 3.4% | . | i | 3.3 | 0.1% | 3.7% | . | . | .
Cc1ccc(S(=O)(=O)NN2C(=O)c3ccccc3NC2c2ccccc2F)cc1 (stereo not given) | . | . | -3.9% | . | i | 2.0 | 1.2% | 2.6% | . | . | .
CCOCCCNC(=O)c1c[nH]c2c(CC)cccc2c1=O | 3.1% | -2.6% | -3.9% | 1.1 | i | 0.1 | 1.4% | 11.8% | 9.0% | -5.0 | -6.1
Cc1nnc(SCC(=O)c2ccc(S(=O)(=O)N3CCOCC3)cc2)n1-c1ccccc1 | 4.8% | -0.6% | -1.4% | 1 | i | 2.0 | 0.5% | -4.4% | 17.4% | -13.9 | -9.8
OCCNc1nc(C2CC2)nc2c1nnn2Cc1ccccc1Cl | 1.0% | -3.2% | 2.3% | 1 | i | 4.8 | -0.3% | -0.4% | 5.9% | -6.9 | 9.6
Cc1ccc(CNc2ccc3c(c2)ncn3C)cc1 | 20.3% | -5.5% | -3.5% | 1 | i | 6.4 | -0.7% | 1.1% | 18.2% | -6.5 | -22.0
Cc1ccc(/C=C/C(=O)NCc2ccncc2)cc1 | 7.4% | -4.5% | -17.6% | 1 | i | 1.0 | 0.1% | 1.8% | -1.3% | 0.7 | 9.6
COc1ccccc1C(=O)COC(=O)c1cccc(S(=O)(=O)N2CCCC2)c1 | . | . | 1.8% | . | i | 7.8 | 2.5% | 7.3% | . | . | .
Cc1ccc(Cn2cc(CCC(=O)O)c3ccccc32)cc1 | . | . | 6.8% | . | i | 1.0 | 10.3% | 4.2% | . | . | .
CCCc1nnc(NC(=O)CCC(=O)NC2CCCCCC2)s1 | . | . | -2.4% | . | i | 3.0 | -0.2% | -5.0% | . | . | .
COc1ccc([N+](=O)[O-])cc1NC(=O)CN(C)S(=O)(=O)c1ccccc1 | 3.8% | -3.9% | 0.1% | 1.1 | i | 0.3 | 0.5% | 2.4% | 8.0% | -5.1 | 4.6
CC(=O)Nc1ccc(C(=O)n2cnc3cc(C)c(C)cc32)cc1 | -1.6% | -7.2% | 0.2% | 1 | i | 1.1 | 1.2% | 0.0% | -5.1% | 5.9 | 13.5
Cc1cccc(C)c1NC(=O)CS(=O)CC(=O)Nc1ccc(N2CCOCC2)cc1 (stereo not given) | . | . | -4.1% | . | i | 1.2 | 0.9% | 3.4% | . | . | .
COc1cc(OC)cc(-c2cc(NC(C)=O)n[nH]2)c1 | 21.1% | -7.1% | 10.6% | 1 | i | 3.5 | 2.2% | -1.1% | 14.9% | 9.9 | 5.4
O=C(CCc1nc(-c2ccccc2)no1)NCc1cccnc1 | 4.7% | -9.1% | 12.4% | 1.1 | i | 0.7 | 0.8% | 1.1% | 7.4% | 3.3 | -0.9
Cc1ccc(C)c(S(=O)(=O)N2CC(=O)N(CCc3ccccc3)C(=O)C2)c1 | -19.0% | -8.3% | 3.6% | 1 | i | 0.0 | 0.6% | -0.1% | -22.4% | 17.6 | -7.3
COc1cc(C2C3C(=O)N(Cc4ccccc4)C(=O)C3ON2c2ccccc2)cc(OC)c1O (stereo not given) | 22.2% | -6.9% | 1.1% | 1 | i | 1.0 | 0.4% | -4.8% | 54.2%* | -13.0 | -19.3
C=CCSc1nc(C)c(CC(=O)OCC(C)C)c(=O)[nH]1 | -6.5% | -1.2% | 0.7% | 0.8 | i | 0.9 | 0.1% | -2.0% | 8.0% | -12.4 | 7.0
S=c1nc2ccccc2c2nc(-c3ccccc3)[nH]n12 | -13.1% | -2.0% | -1.7% | 0.9 | i | 4.6 | 6.3% | 1.0% | -5.6% | 71.0* | 67.0*
O=C(Nc1ccc(N2CCOCC2)c([N+](=O)[O-])c1)c1ccco1 | -4.5% | -3.6% | 13.1% | 1 | i | 0.4 | 5.6% | 0.0% | -2.3% | -3.5 | 9.3
COc1ccccc1P(=O)(c1ccccc1)c1ccccc1 | . | . | 3.7% | . | i | 0.6 | 2.0% | -7.8% | . | . | .
O=C(CN(C(=O)c1csnn1)c1cccc2ccccc12)NCc1ccccc1 | . | . | -1.2% | . | i | 1.6 | 0.2% | 2.7% | . | . | .
CCC(=O)NC(NC(=S)Nc1ccc(S(N)(=O)=O)cc1)C(Cl)(Cl)Cl (stereo not given) | 21.9% | -4.9% | -2.0% | 0.6 | i | 1.4 | 3.5% | 0.3% | 12.4% | -7.2 | 7.6
NS(=O)(=O)c1ccc2c(c1)C(=NO)c1cc(S(N)(=O)=O)ccc1-2 | . | . | -4.8% | . | i | 0.7 | 0.3% | 4.0% | . | . | .
COc1cc(C2C(C(=O)OCCC#N)=C(C)NC3=C2S(=O)(=O)c2ccccc23)cc(OC)c1OC (stereo not given) | -9.6% | -24.2% | 9.2% | 1 | i | 1.1 | 4.6% | -0.5% | -6.7% | -18.2 | -4.0
CCOC(=O)N1CCN(CC(=O)c2ccc(O)cc2O)CC1 | . | . | -2.1% | . | i | 0.2 | -0.4% | -1.7% | . | . | .
O=C(NNC(=S)NCc1ccc(Cl)cc1)c1cccnc1 | . | . | -1.2% | . | i | 0.3 | 0.6% | -0.9% | . | . | .
Cc1cccc(C(=O)N[C@H](C(=O)NCCc2ccc(Cl)cc2)C(C)C)c1 | . | . | -4.8% | . | i | 0.3 | 0.5% | 2.0% | . | . | .
Cc1sc(NC(=O)C2CCCO2)c(C#N)c1C (stereo not given) | 10.6% | 0.5% | -5.7% | 1.1 | i | 11.5 | 0.6% | -6.5% | 5.5% | -5.2 | 14.5
O=C(COc1ccccc1Cl)NC1CC1 | . | . | -0.9% | . | i | 4.1 | 3.3% | 11.4% | . | . | .
COCCCn1cnc2c(c1=O)c1nc3ccccc3nc1n2-c1ccccc1 | -3.3% | 3.1% | -6.8% | 1.1 | i | 0.7 | 2.5% | -1.7% | 0.0% | -13.1 | -15.0
CCNC(=S)NNc1ccccc1 | . | . | 0.0% | . | i | 0.4 | 3.8% | -4.2% | . | . | .
Cc1csc2nc(SCC(=O)N3CCN(c4ccccc4)CC3)[nH]c(=O)c12 | . | . | -3.2% | . | i | 0.0 | 6.9% | 0.5% | . | . | .
CCC(CC)C(=O)Nc1ccc(C)cc1O | 5.3% | -4.2% | 1.8% | 1.1 | i | 0.1 | 0.0% | -6.1% | 6.3% | -8.6 | -7.1
COc1cc(C(=O)NCc2nnc(SCC(=O)N3CCCC3)o2)cc(OC)c1OC | . | . | -4.8% | . | i | 0.7 | 1.1% | 0.7% | . | . | .
O=C(NNC(=O)c1ccccc1)C(=O)N1CCCCC1 | 5.4% | -19.8% | 2.3% | 1.1 | i | 1.3 | 0.5% | 2.9% | 3.5% | 43.5 | 1.3
CC(=O)c1c(C(C)=O)c(C)n(-c2nc(-c3ccccc3)c(C)s2)c1C | 4.0% | -1.5% | 7.6% | 1.1 | i | 0.8 | -0.8% | -0.3% | 9.1% | 5.6 | -0.2
NC(=O)c1cc(C(N)=O)nc(Cl)n1 | . | . | -6.2% | . | i | 0.3 | 3.9% | 5.8% | . | . | .
COc1ccc(-n2c(SCC(N)=O)nnc2-c2ccc(NS(=O)(=O)c3ccc(C)cc3)cc2)cc1 | 9.9% | -1.9% | 11.5% | 1.1 | + | 16.8* | 0.0% | 1.7% | 6.4% | 11.1 | 7.5

An unsorted share of the library (roughly 3.1% active in at least one column).
